Arrestin-AP2 inh: blocks beta-arrestin peptide binding to AP2 adaptin; FITC-arrestin peptide / GST-AP2 beads, flow cytometry; AP2 beta2 appendage carries R879A mutation; inhibition, % at 10 µM; hit rate 0.31% among 340,000;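 active = inhibition above a set limit, near 3 SD of compounds lacking own fluorescence, cut at about 54% in these data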;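 also: plate controls were DMSO wells for no effect and 5 µM unlabelled arrestin peptide for full effect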
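System: GST-AP2 R879A glutathione beads; medium: PBS, Tween 20 0.05%, BSA 0.1%; reagent: fluorescein-tagged arrestin peptide at 50 nM final; schedule: pre-incubation 12 min, peptide binding 1 h, room temperature; detection: flow cytometry, FL1 (488/535 nm); read-out: inhibition as reduced fluorescein signal on beads, percent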
MOR-DOR ag: agonists of human mu-delta opioid receptor heterodimerization. P35372+P41143. cells, OPRM1-OPRD1 heterodimerization, luminescence. activation, % at 9.3 µM. hit rate 0.3% among 340,000. AID 504326; in the data active = activation above about 18%;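 also: 0% = vehicle-treated cells and 100% = reference agonist; values of inactives mirror those of a sister screen read the other way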
LANA DNA inh: KSHV C-LANA DNA binding inhibition; MBP-C-LANA/FAM-LBS DNA binding, fluorescence polarization; hit rate 0.078% among 340,000; inhibition, % at 9 µM;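 active = highest replicate inhibition at or above 60% at 9 µM, even if other replicates fall short; inactive = all replicates below 60% inhibition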;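 also: 0% = neutral control wells and 100% = 4 µM acridine orange control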
MOR-DOR inv ag: mu-delta opioid heterodimer inverse agonism. hit rate 0.21% among 340,000. P35372+P41143. inhibition, % at 9.3 µM. cell-based MOR-DOR heterodimer luminescence; in the data active = inhibition above about 22%, passing the limit was not always enough;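 also: 0% = cells with DMSO and 100% = wells without cells with DMSO; values of inactives mirror those of a sister screen read the other way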
Keap1 Nrf2 FP: Keap1-Nrf2 (human) interaction inhibition | Q14145 | Keap1 Kelch-Nrf2 peptide fluorescence polarization, 1536-well | inhibition, % at 9.4 µM | hit rate 0.15% among 340,000; in the data active = inhibition above about 12%;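 also: human Keap1 Kelch domain with fluorescein labeled Nrf2 9mer peptide probe; 0% = neutral control wells and 100% = peptide positive control; higher means more block of Keap1 binding to Nrf2 peptide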
Target sequence (Q14145 whole entry, looked up, the tested form may be a part): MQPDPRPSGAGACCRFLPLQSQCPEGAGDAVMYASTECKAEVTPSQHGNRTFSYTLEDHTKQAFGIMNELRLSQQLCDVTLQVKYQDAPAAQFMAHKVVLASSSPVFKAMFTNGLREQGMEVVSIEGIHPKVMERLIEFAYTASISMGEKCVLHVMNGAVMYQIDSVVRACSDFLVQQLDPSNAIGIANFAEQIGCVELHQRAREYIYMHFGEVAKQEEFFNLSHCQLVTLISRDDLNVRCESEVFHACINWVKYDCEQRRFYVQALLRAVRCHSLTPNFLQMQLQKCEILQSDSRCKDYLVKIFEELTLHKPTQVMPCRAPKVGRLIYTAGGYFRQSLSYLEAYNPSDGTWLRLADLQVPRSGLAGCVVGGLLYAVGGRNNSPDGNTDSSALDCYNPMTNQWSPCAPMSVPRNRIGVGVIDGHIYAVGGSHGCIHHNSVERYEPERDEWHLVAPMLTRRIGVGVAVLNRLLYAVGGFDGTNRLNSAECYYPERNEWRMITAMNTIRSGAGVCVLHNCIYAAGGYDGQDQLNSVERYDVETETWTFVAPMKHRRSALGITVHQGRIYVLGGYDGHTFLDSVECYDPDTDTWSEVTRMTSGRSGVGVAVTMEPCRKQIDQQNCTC
Wnt act: Wnt/beta-catenin pathway activation. Wnt/beta-catenin reporter cell assay, activator, plate reader. activation, % at 9.35 µM. hit rate 1.2% among 300,000; in the data active = activation above about 30%, passing the limit was not always enough;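 also: 0% = neutral control wells and 100% = positive control wells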
V-ATPase pHluor: alters yeast V-ATPase proton transport; S. cerevisiae, pHLuorin cytosolic pH fluorescence; response, % at 10 µM; hit rate 0.37% among 350,000; AID 504577; in the data active = response mostly above about 7.3%, no sharp cut-off; inactive = mostly below about 5.4%; also: actives read high; inactives centre near 0; some compounds called inactive have numbers as strong as hits; reference of the scale not given here
Pemphigus Ab inh: blocks pemphigus antibody binding to human desmoglein-3; P32926; DSG3-coupled beads, scFv-anti-DSG3-GFP binding, flow cytometry; stronger effect = lower value; binding (percent of control), % at 10 µM; hit rate 0.48% among 310,000;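 active = binding more than 3 SD below its plate's average and above zero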; also: some compounds called inactive have numbers as strong as hits
cardiac RTF act: cardiac RTF calcium sensitization. IANBD-labeled TnC RTF fluorescence at EC20 calcium; 0% EC20 calcium, 100% full calcium. activation, % at 7.2 µM. hit rate 0.24% among 340,000;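 active = activation above the mean over all tested compounds plus 3 SD, cut at about 30% in these data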;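 also: rise in fluorescence read as greater calcium sensitivity of cardiac thin filaments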
Cardiac RTF inh: cardiac RTF calcium desensitization | IANBD-labeled cardiac RTF, Ca2+ fluorescence | inhibition, % at 7.15 µM | hit rate 0.12% among 340,000 | AID 493244;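 active = inhibition above the mean inhibition of all tested compounds plus 3 SD, cut at about 17% in these data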;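 also: assay run at fixed EC70 calcium of 1.6 mM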
Starred values were filed as active, the others as inactive.

For COc1ccc(CN(N=O)C2CC(=O)N(c3ccc(OC)cc3)C2=O)cc1 (centres undefined) the results were Arrestin-AP2 inh 2, Wnt act 1, V-ATPase pHluor 0 and Pemphigus Ab inh 110.
Screening N#Cc1c(SCC(=O)Nc2nncs2)sc2c(O)cc(=O)[nH]c12 returned Arrestin-AP2 inh -16, MOR-DOR ag -1.9, LANA DNA inh 20, MOR-DOR inv ag 10, Keap1 Nrf2 FP 21*, Wnt act -3, V-ATPase pHluor 2, Pemphigus Ab inh 108, cardiac RTF act -5 and Cardiac RTF inh -12.
CC(C)Oc1ccc(C2CC(=O)N(c3ccccc3)C2=O)cc1 (centres undefined) was read as Arrestin-AP2 inh -4, MOR-DOR ag -2.6, LANA DNA inh -0.6, MOR-DOR inv ag 12, Keap1 Nrf2 FP -2, V-ATPase pHluor 0, Pemphigus Ab inh 99, cardiac RTF act 1 and Cardiac RTF inh 0.
Screening COC(=O)CSc1nc(C)cc(Oc2ccccc2)n1 returned Arrestin-AP2 inh -1, MOR-DOR ag -1.0, LANA DNA inh 1.3, MOR-DOR inv ag 6, Keap1 Nrf2 FP 7, Wnt act -3, V-ATPase pHluor 1, Pemphigus Ab inh 97, cardiac RTF act 2 and Cardiac RTF inh -9.
Cc1nn(-c2ccccc2)c(C)c1-c1ccccc1O was read as Arrestin-AP2 inh 29, MOR-DOR ag -0.4, LANA DNA inh 3.8, MOR-DOR inv ag 2, Keap1 Nrf2 FP -1, Wnt act 0, V-ATPase pHluor -2, Pemphigus Ab inh 104, cardiac RTF act -8 and Cardiac RTF inh -4.
`CCC(C(=O)NC(C)(C)C)N(Cc1ccco1)C(=O)CNS(=O)(=O)c1ccc(OC)cc1` (centres undefined) gave Arrestin-AP2 inh -4, MOR-DOR ag -2.1, LANA DNA inh 0.8, MOR-DOR inv ag 13, Keap1 Nrf2 FP 1, Wnt act -1, V-ATPase pHluor 0, Pemphigus Ab inh 100, cardiac RTF act -2 and Cardiac RTF inh 2.
Screening CSc1nsc(SCC(=O)Nc2ccc3c(c2)OCCO3)n1 returned Arrestin-AP2 inh 14, MOR-DOR ag -1.1, LANA DNA inh -2.6, MOR-DOR inv ag 7, Keap1 Nrf2 FP 0, Wnt act 26, V-ATPase pHluor -4, Pemphigus Ab inh 98, cardiac RTF act -4 and Cardiac RTF inh 8.
For COC(=O)c1ccccc1-c1ccc(/C=N/Nc2nc(N3CCCC3)nc(N3CCCC3)n2)o1 the results were Arrestin-AP2 inh -2, MOR-DOR ag 0.0, LANA DNA inh 0.6, MOR-DOR inv ag 0, Keap1 Nrf2 FP -1, Wnt act -2, V-ATPase pHluor 3, cardiac RTF act 15 and Cardiac RTF inh -1.
`CCCNC(=O)c1ccc(N2CCC3(CC2)CC(c2cccc(Br)c2)=NO3)c(NC(=O)c2cccc(C)c2)c1` gave Arrestin-AP2 inh 8, MOR-DOR ag -2.6, LANA DNA inh 0.3, MOR-DOR inv ag 15, Keap1 Nrf2 FP -2, Wnt act -6, V-ATPase pHluor -3, Pemphigus Ab inh 102, cardiac RTF act 16 and Cardiac RTF inh -4.
Screening Cc1cc(C(F)(F)F)nc(SCc2ccc(C(=O)O)o2)n1 returned Arrestin-AP2 inh -6, MOR-DOR ag -1.7, LANA DNA inh 2.8, MOR-DOR inv ag 11, Keap1 Nrf2 FP -6, Wnt act 0, V-ATPase pHluor 4, Pemphigus Ab inh 102, cardiac RTF act -2 and Cardiac RTF inh 0.
For CCCC(C)NC(=O)COC(=O)c1ccccc1SCC(=O)NC(C)CCC (centres undefined) the results were Arrestin-AP2 inh 1, MOR-DOR ag 0.9, LANA DNA inh -2.2, MOR-DOR inv ag -4, Keap1 Nrf2 FP -6, Wnt act 0, V-ATPase pHluor -1, Pemphigus Ab inh 109, cardiac RTF act 3 and Cardiac RTF inh -7.
For Cc1cc(NC(=O)/C=C/c2ccccc2)no1 the results were Arrestin-AP2 inh 0, MOR-DOR ag -1.5, LANA DNA inh 0.3, MOR-DOR inv ag 9, Keap1 Nrf2 FP -1, Wnt act 15, V-ATPase pHluor -3, Pemphigus Ab inh 120, cardiac RTF act -5 and Cardiac RTF inh 6.
`CC(C)(C)c1nc2ccccc2[nH]1` gave Arrestin-AP2 inh 5, MOR-DOR ag -0.8, LANA DNA inh 0.1, MOR-DOR inv ag 4, Keap1 Nrf2 FP -9, Wnt act -3, V-ATPase pHluor -2, Pemphigus Ab inh 99, cardiac RTF act 0 and Cardiac RTF inh -7.
Screening Cc1ccc(-n2c(C)nn(-c3ncc(C(F)(F)F)cc3Cl)c2=O)cc1 returned Arrestin-AP2 inh 8, MOR-DOR ag -0.9, LANA DNA inh 0.1, MOR-DOR inv ag 5, Keap1 Nrf2 FP -1, V-ATPase pHluor 1, Pemphigus Ab inh 100, cardiac RTF act -2 and Cardiac RTF inh -2.
For Cc1nnc(SCc2nnc(-c3ccccc3)o2)n(N)c1=O the results were Arrestin-AP2 inh 31, MOR-DOR ag -0.7, LANA DNA inh -1.9, MOR-DOR inv ag 4, Keap1 Nrf2 FP -3, V-ATPase pHluor -3, cardiac RTF act -3 and Cardiac RTF inh -4.
COc1cc(S(=O)(=O)N2CCCCC2)ccc1NC(=O)c1ccccc1Cl was read as Arrestin-AP2 inh -8, MOR-DOR ag -2.8, LANA DNA inh 0.2, MOR-DOR inv ag 16, Keap1 Nrf2 FP -2, Wnt act -1, V-ATPase pHluor 2, Pemphigus Ab inh 99, cardiac RTF act 9 and Cardiac RTF inh -1.
Screening Cc1ccc(/C=N/NC(=O)c2ccc(N(C)S(=O)(=O)c3ccccc3)cc2)cc1 returned Arrestin-AP2 inh 1, MOR-DOR ag 1.0, LANA DNA inh -1.5, MOR-DOR inv ag -5, Keap1 Nrf2 FP -4, Wnt act 2, V-ATPase pHluor 10, Pemphigus Ab inh 102, cardiac RTF act -5 and Cardiac RTF inh 1.
`COc1ccc(N2CCN(CC(=O)Nc3ccc(SC(F)F)cc3)CC2)cc1` gave Arrestin-AP2 inh 4, MOR-DOR ag -1.6, LANA DNA inh 0.0, MOR-DOR inv ag 8, Keap1 Nrf2 FP 3, V-ATPase pHluor -5, Pemphigus Ab inh 98, cardiac RTF act -6 and Cardiac RTF inh -9.
Screening COC(=O)c1ccc(C)c(NC(=O)c2nn(C)c(=O)c3ccccc23)c1 returned Arrestin-AP2 inh -5, MOR-DOR ag -1.2, LANA DNA inh 0.5, MOR-DOR inv ag 7, Keap1 Nrf2 FP 0, V-ATPase pHluor -2, Pemphigus Ab inh 98, cardiac RTF act -3 and Cardiac RTF inh -3.
CCC(C)[C@H](NC(=O)Nc1ccc(S(N)(=O)=O)cc1)C(=O)O (some centres undefined) was read as Arrestin-AP2 inh 5, MOR-DOR ag -2.3, LANA DNA inh 0.0, MOR-DOR inv ag 12, Keap1 Nrf2 FP -2, Wnt act -7, V-ATPase pHluor 0, Pemphigus Ab inh 85, cardiac RTF act 6 and Cardiac RTF inh -9.
For Cc1cccn2c(=O)c(C=O)c(Cl)nc12 the results were Arrestin-AP2 inh -4, MOR-DOR ag 1.5, LANA DNA inh -0.6, MOR-DOR inv ag -7, Keap1 Nrf2 FP -5, Wnt act -2, V-ATPase pHluor 4, Pemphigus Ab inh 105, cardiac RTF act 10 and Cardiac RTF inh -9.
`Cc1cccc2nc(COc3ccc(Cl)c4cccnc34)cn12` gave Arrestin-AP2 inh 19, MOR-DOR ag -0.9, LANA DNA inh -1.0, MOR-DOR inv ag 5, Keap1 Nrf2 FP 0, Wnt act 25, V-ATPase pHluor -1, Pemphigus Ab inh 106, cardiac RTF act 0 and Cardiac RTF inh 2.
`CCOCCCn1c(SC(C)C(=O)NCC2CCCO2)nc2sc(C)c(C)c2c1=O` (centres undefined) gave Arrestin-AP2 inh 30, MOR-DOR ag -2.2, LANA DNA inh 0.0, MOR-DOR inv ag 9, Keap1 Nrf2 FP 3, Wnt act -6, V-ATPase pHluor -1, Pemphigus Ab inh 95, cardiac RTF act -6 and Cardiac RTF inh 4.
For CCOC(=O)CNC(=O)CNC(=O)c1nn(-c2ccc(OC)c(OC)c2)c(=O)c2ccccc12 the results were Arrestin-AP2 inh 13, MOR-DOR ag 0.8, LANA DNA inh 3.6, MOR-DOR inv ag -4, Keap1 Nrf2 FP -6, Wnt act 0, V-ATPase pHluor 3, Pemphigus Ab inh 101, cardiac RTF act -1 and Cardiac RTF inh -8.
For COc1ccc(S(=O)(=O)N2CCCCC2)cc1NC(=O)c1c(F)cccc1Cl the results were Arrestin-AP2 inh 10, MOR-DOR ag 6.0, LANA DNA inh 2.0, MOR-DOR inv ag -39, Keap1 Nrf2 FP 2, Wnt act 1, V-ATPase pHluor -6, Pemphigus Ab inh 103, cardiac RTF act -1 and Cardiac RTF inh -12.
Screening O=C(Nc1ccc(Cl)c(Cl)c1)c1cccnc1 returned Arrestin-AP2 inh 10, MOR-DOR ag -0.9, LANA DNA inh 1.0, MOR-DOR inv ag 4, Keap1 Nrf2 FP -1, Wnt act -1, V-ATPase pHluor 1, Pemphigus Ab inh 99, cardiac RTF act 7 and Cardiac RTF inh -8.
`COc1cc(C(=O)N2CCN(c3ccc([N+](=O)[O-])cc3)CC2)ccc1OCc1c(C)noc1C` gave Arrestin-AP2 inh 11, MOR-DOR ag -2.1, LANA DNA inh -0.6, MOR-DOR inv ag 12, Keap1 Nrf2 FP -4, Wnt act 2, V-ATPase pHluor 3, Pemphigus Ab inh 105, cardiac RTF act 0 and Cardiac RTF inh 7.
For O=C(NCCc1ccccc1)c1ccc(CS(=O)(=O)c2ccc(Br)cc2)o1 the results were Arrestin-AP2 inh 5, MOR-DOR ag 0.2, LANA DNA inh 0.4, MOR-DOR inv ag -1, Keap1 Nrf2 FP -1, Wnt act 0, V-ATPase pHluor -3, Pemphigus Ab inh 69, cardiac RTF act -2 and Cardiac RTF inh -9.
Screening COc1cccc(-n2cc(-c3ccc(F)cc3)[nH]c2=S)c1 returned Arrestin-AP2 inh 2, MOR-DOR ag 0.5, LANA DNA inh -1.5, MOR-DOR inv ag -2, Keap1 Nrf2 FP -2, Wnt act 18, V-ATPase pHluor 2, Pemphigus Ab inh 94, cardiac RTF act 3 and Cardiac RTF inh -13.
For COc1ccc(OCC(=O)Nc2nc3ccccc3[nH]2)cc1 the results were Arrestin-AP2 inh 4, MOR-DOR ag -2.0, LANA DNA inh -1.6, MOR-DOR inv ag 11, Keap1 Nrf2 FP 1, V-ATPase pHluor 5, Pemphigus Ab inh 108, cardiac RTF act 2 and Cardiac RTF inh 3.
`O=C(NCc1ccc2c(c1)OCO2)C1CCCN(S(=O)(=O)c2cccc3cccnc23)C1` (centres undefined) gave Arrestin-AP2 inh 21, MOR-DOR ag 0.7, LANA DNA inh -0.1, MOR-DOR inv ag -4, Keap1 Nrf2 FP 1, Wnt act -3, V-ATPase pHluor 6, Pemphigus Ab inh 104, cardiac RTF act 0 and Cardiac RTF inh -7.
